Dicer inh – inhibitors of human Dicer processing of pre-microRNA | Q9UPY3 | cat-ELCCA pre-miR-21 Dicer processing, chemiluminescence; hits give high values | z-score at 25 µM | hit rate 6% among 47,000 | AID 1347074; in the data active = z-score above about 3, passing the limit was not always enough;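 also: plate controls were vehicle for no effect and no enzyme for full effect; higher signal means more uncleaved substrate so more Dicer inhibition; strong numbers were not always called active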
* hit, by the source's call.

Structure	Dicer inh
O=c1[nH][nH]c(=S)n1-c1ccc2c(c1)OCCO2	-1.1
CCOC(=O)c1cnn(-c2cc(Cl)cc(Cl)c2)c1C(C)C	-1.4
NNC(=S)Nc1ccc(Br)c(Cl)c1	5
N#Cc1ccc(Sc2ccccc2)nc1	-0.72
COC(=O)c1cc(OC)c(OC)cc1NC(=O)/C=C\C(=O)O	0.4
CC(C)NC(=S)N/N=C/c1ccn[nH]1	3*
CCOC(=O)c1ccc(Oc2c(C(F)(F)F)oc3cc(OC(=O)N(C)C)ccc3c2=O)cc1	0.02
Cc1cc(Br)ccc1NCc1ccc2c(c1)OCO2	9.2
CCOc1cc(C2Nc3cccc4cccc(c34)N2)ccc1O	2.9
CCOC(=O)/C(C#N)=C/c1ccccc1C	0.5

Other results follow:
Structure	Dicer inh
O=S(=O)(Nc1ccc2c(c1)OCCO2)c1ccc(-c2ccccn2)s1	-0.04
CCOC(=O)N1CCN(c2nc3c([nH]2)c(=O)n(C)c(=O)n3C)CC1	1.6
CCCOC(=O)CSc1[nH]c(=O)cc(C)c1C#N	-0.78
CCOC(=O)C(=CN1CCC(C(c2ccccc2)c2ccccc2)CC1)C(=O)OCC	-0.41
Cc1cc(NC(=O)C2CC(c3ccc(Cl)cc3)=NO2)no1 (stereo not drawn)	-2
Cc1c2n(c3ccccc13)CC/C2=N\Nc1cccc(C(F)(F)F)c1	4.3
COCCNC(=O)N1c2ccccc2Sc2ccccc21	0.39
Cc1nc2ccccc2c2c1C(=O)N(c1ccc(C(=O)O)cc1)C2=O	-0.2
O=C(Nc1ccc(F)cc1OC(F)(F)F)N1CCC(O)CC1	-0.76
Oc1ccc(/C=N/N=C/c2ccc(O)cc2O)c(O)c1	1.4

The list goes on:
Structure	Dicer inh
Clc1ccccc1/C=N/Nc1nc(-c2cc(-c3ccccc3)no2)cs1	2.7
CCCCCNc1nc(C)nc2c1sc1nc3c(cc12)COC(C)(C)C3	0.74
CCOC(=O)c1nc(COc2ccccc2Cl)no1	-0.3
CCOc1cc(C2Nc3c(C)cccc3-c3cc(C)nn32)ccc1O (stereo not drawn)	3.6*
Cc1cc(NC(=O)CSc2nc3c(c(C(F)(F)F)n2)CCc2ccccc2-3)no1	0.15
CSc1ccc([N+](=O)[O-])cc1C(C)=O	-0.35
S=c1[nH]nc(NC2CCCCC2)s1	0.77
Cn1cccc1CNCc1cccnc1	1.6
C=CCNc1nc(C)nc2c1sc1nc3c(cc12)COC(C)(C)C3	1.8
Cc1ccc(C(=O)CC2(O)C(=O)N(CCc3ccccc3)c3ccc(Cl)cc32)o1 (stereo not drawn)	5.2*

The list goes on:
Structure	Dicer inh
O=c1cc(C(F)(F)F)[nH]c2n[nH]c(-c3cccs3)c12	-0.39
Clc1ccc(N2CCN(Cc3cc4ccccn4n3)CC2)cc1	-1.4
CC(C)N(C(=O)CSc1nc2ccccc2[nH]1)c1ccccc1	-0.56
COc1ccc(Cl)c(NC(=O)Nc2ccccc2N2CCOCC2)c1	0.34
Cc1ccc2nc(-c3ccc(Cl)c(C)c3)cn2c1	0.09
CCSc1nnc(NC(=O)C2Cc3ccc(C)cc3C(=O)O2)s1 (stereo not drawn)	-1.8
CC1=CC(c2ccc(Cl)cc2)n2nc(NC(=O)c3ccco3)nc2N1 (stereo not drawn)	9.8*
CCc1ccc(C2CC(=O)Oc3c2c(=O)n(C)c2ccccc32)cc1 (stereo not drawn)	-0.67
Cn1c(=O)[nH]c(=O)c2c1nc(Br)n2CC(O)COc1ccccc1 (stereo not drawn)	2.2
COc1ccc(-c2noc(-c3ccc(Br)cc3)n2)cc1	1.1

Reformatted: entries from further up
> CC(C)N(C(=O)CSc1nc2ccccc2[nH]1)c1ccccc1
- Dicer inh = -0.56

> Cc1ccc2nc(-c3ccc(Cl)c(C)c3)cn2c1
- Dicer inh = 0.09

> COc1ccc(-c2noc(-c3ccc(Br)cc3)n2)cc1
- Dicer inh = 1.1

> O=c1cc(C(F)(F)F)[nH]c2n[nH]c(-c3cccs3)c12
- Dicer inh = -0.39

Following part:
Structure	Dicer inh
CCS(=O)(=O)c1nc2ccccc2n1Cc1ccc(C(C)(C)C)cc1	0.58
Cc1cc(N/C=C(\C#N)S(=O)(=O)c2ccccc2Cl)nc(C)n1	-0.91
COCc1cc(=O)[nH]c(/N=C(\N)Nc2ccc(Cl)c(Cl)c2)n1	-0.81
COc1cccc(C2CC(c3ccc(Br)cc3)=NN2C(=O)CCCC(=O)O)c1OC (stereo not drawn)	1.3
N#Cc1cnc(Nc2ccc(F)cc2)nc1N	0.74
COc1ccc(S(=O)(=O)N(c2cccc(C)n2)S(=O)(=O)c2ccc(OC)cc2)cc1	0.12
O=C(Nn1c(=S)[nH]c2ccccc2c1=O)c1cccnc1	34
O=C(Cn1nnc(N2CCCCC2)n1)c1ccccc1	-1.3
COC(=O)Cn1cc(C(=O)c2ccccc2)c2ccccc21	3.6*
COc1ccc(Cc2nn3c(-c4ccccc4)nnc3s2)cc1	1.9

Going on with the list:
Structure	Dicer inh
CCCc1cc(=O)c2c(O)ccc(OC)c2o1	-0.49
CC(C)(C)SCCSCCS(=O)(=O)CCSCCSC(C)(C)C	1.6
N[C@@H](Cc1ccc(O)c(I)c1)C(=O)O	-0.14
Cc1cc(C)cc(NC(=O)NCC(O)c2ccccc2)c1 (stereo not drawn)	-1.9
O=Nc1ccc2oc(=O)ccc2c1	-3.3
COc1ccc(Nc2ccc([N+](=O)[O-])c(Nc3ccc(OC)cc3)n2)cc1	-0.43
CCN(C(=O)c1cnccc1C(F)(F)F)c1nc2cc(Cl)ccc2s1	-1.1
O=C(NC1CCCC1)c1cc2n(n1)C(C(F)(F)F)CC(c1ccc(Br)cc1)N2 (stereo not drawn)	4.4*
Clc1ccc(-c2cc3nnc(-c4ccccc4)nc3s2)cc1	-0.96
COc1ccccc1C1CCN(S(=O)(=O)c2ccc(Br)cc2OC)CC1	0.07

Other structures.
Structure	Dicer inh
COC(=O)C1=C(C)NC(=O)CC1c1ccc(F)cc1 (stereo not drawn)	2.2
Cc1nn(-c2ccccc2)nc1C(=O)N1CCC(O)(c2ccc(Cl)cc2)CC1	1.6
CC(C)c1ccc(C2/C(=C(/O)c3ccc(F)cc3)C(=O)C(=O)N2c2nncs2)cc1 (stereo not drawn)	0.58
CCOC(=O)c1cc(C)ccc1NC(=S)Nc1ccc(Cl)cc1C	-1.4
c1cncc(-c2nc3ccc(Oc4ccc5nc(-c6cccnc6)[nH]c5c4)cc3[nH]2)c1	0.1
CCCCN(CC)Cc1cn[nH]c1-c1ccc(C)c(C)c1	-0.91
Cc1cccc(N2C(=O)CC(Sc3ccccc3C(=O)O)C2=O)c1C (stereo not drawn)	0.87
O=S(=O)(c1ccc(-c2cn3ccccc3n2)cc1)N1CCOCC1	0.9
O=C(O)c1c(F)c(F)c(F)c(F)c1C(=O)O	2
COC(=O)C1=C(C)NC2=C(C(=O)CCC2)C1c1ccc(Br)cc1 (stereo not drawn)	-0.9

Two records picked at random from those above:
Structure	Dicer inh
COC(=O)C1=C(C)NC(=O)CC1c1ccc(F)cc1 (stereo not drawn)	2.2
Cc1cccc(N2C(=O)CC(Sc3ccccc3C(=O)O)C2=O)c1C (stereo not drawn)	0.87

Next section.
Structure	Dicer inh
CCSCCOC(=O)C1=C(C)NC2=C(C(=O)CC(c3cccs3)C2)C1c1ccccc1Cl (stereo not drawn)	2.5
Cc1ccc(Oc2ncccc2C(=O)n2ccc(-c3cccs3)n2)cc1	-0.51
COc1cc(C2NC(C(=O)O)CS2)ccc1OCc1ccccc1F (stereo not drawn)	-0.95
Cc1occc1-c1nnc2n1N=C(c1ccc(Cl)cc1)CS2	10
NC(=O)C1CCN(c2cc(C(F)(F)F)ccn2)CC1	0.28
CC1CCCC(C)N1C(=O)Cn1cc(C(=O)c2ccco2)c2ccccc21 (stereo not drawn)	0.54
CNc1cc(NS(=O)(=O)c2ccc(N)cc2)nc(NC)n1	0.24
O=C1CC(C(=O)Nc2ccc(Cl)cc2)SC(=Nc2ccccc2)N1 (stereo not drawn)	-1.2
ON(Cc1ccc(Cl)cc1)Cc1ccc(Cl)cc1	3*
COc1ccc(/C(O)=C2/C(=O)C(=O)N(c3cccc(C(=O)O)c3)C2c2ccccc2)cc1 (stereo not drawn)	-3.1

More entries:
Structure	Dicer inh
CC(=O)/C(N=Nc1ccc(C)cc1[N+](=O)[O-])=C(\C)O	3.2*
Cc1ccc(S(=O)(=O)N2CCN(CC(=O)Nc3cc(-c4ccccc4)sc3C(N)=O)CC2)cc1	0.76
CC(C)(C)C(=O)Nc1cccc(F)c1C(=O)O	-0.17
Nc1nnc(COc2ccccc2)s1	-0.1
Nc1ncnc(Nc2ccc(F)c(Cl)c2)n1	2.8
COc1ccc(C(C)=O)cc1COc1cc(C)nc2ccc(Cl)cc12	-1.4
C=CCNc1nc(CC(=O)OCC)cs1	0.98
CCc1sc(-c2c(C#N)c(N)nc3c2CCCC3)cc1Br	0.48
CC(=O)N1N=C(c2ccc(Cl)cc2)OC1c1ccc(Br)cc1 (stereo not drawn)	0.61
CCOc1cc(S(=O)(=O)n2ccnc2C)ccc1F	0.32

The listing continues:
Structure	Dicer inh
O=S(=O)(Nc1ccc2ccccc2n1)c1cccs1	-0.95
Cc1ccc(-n2c(=O)[nH]c3c(sc4nc(C)cc(C)c43)c2=O)cc1	3.4*
N#CCCN(CN1C(=O)c2ccccc2C1=O)C1CCCCC1	-0.62
CC(=O)Oc1c(-c2ccccc2)sc2ccccc12	-0.44
CC1=C(C(=O)OCCc2ccccc2)C(c2cccs2)C2=C(CCCC2=O)N1 (stereo not drawn)	0.14
N#C/C(=N\Nc1ccccc1Cl)S(=O)(=O)c1ccc(Cl)cc1	1.2
Clc1ccc(-c2nnc(-c3ccccc3)o2)cc1	1.1
NC(=O)CSc1nc2ccccc2c(=O)[nH]1	-0.39
Cn1cnc([N+](=O)[O-])c1N1CCOCC1	-0.46
CCOc1ccc(Cl)cc1CNCCSc1nnnn1C	-0.26

Other records
Structure	Dicer inh
COc1ccc(-c2nnc(SCc3ccc(C)cc3)o2)c(OC)c1	0.32
CC1(C)CC(=O)c2c(oc3ccc(NS(=O)(=O)c4ccc(Cl)cc4)cc23)C1	2
CCOC(=O)N1CCc2c(sc3[nH]c(=O)n(-c4cccc(Cl)c4)c(=O)c23)C1	-2.6
COc1ccc(-c2cc(C(F)(F)F)n3nc(C(=O)O)cc3n2)cc1OC	-1.6
COc1cc(O)c2c(=O)cc(-c3ccccc3)oc2c1	0.83
COc1ccc(OCCn2cc(C(=O)c3ccco3)c3ccccc32)cc1	0.52
O=S(=O)(NCC1CN(Cc2ccccc2)CN(Cc2ccccc2)C1)c1ccc(Cl)cc1	1.3
COC(=O)Cn1nnc(N2CCOCC2)n1	0.53
Cc1cc(C)c2c(n1)sc1c(Sc3nnc(-c4cccs4)o3)ncnc12	-2.2
CCOC(=O)C1=C(C)NC2=C(C(=O)CCC2)C1c1ccc(OC)c(OC)c1 (stereo not drawn)	-0.59

Other structures follow:
Structure	Dicer inh
COc1cc(C2c3c(oc4cc(C)c(C)cc4c3=O)C(=O)N2c2ccc(C)cn2)ccc1O (stereo not drawn)	15*
COc1cccc(-c2nc(-c3cc4ccc(C)cc4[nH]c3=O)no2)c1	-1.4
CCOC(=O)c1sc(=S)n(-c2ccccc2)c1C	-0.93
CN(C)CCCOC(=O)c1cc2ccccc2o1	0.59
CCCCOC(=O)C1=C(C)NC2=C(C(=O)CCC2)C1c1cc(OC)c(OC)cc1Br (stereo not drawn)	2.2
Cc1ccc(-c2cc(O)cc3sc(=O)oc23)cc1	8.1*
CCCc1nc(NC)nc(-c2ccccc2O)n1	0.32
COC(OC)C(C)NC(=O)NC(=O)c1ccccc1Cl (stereo not drawn)	-0.45
O=C1OC(c2ccc(Cl)cc2)Sc2ccccc21 (stereo not drawn)	-0.64
Cc1ccc2nc(CCc3nc4ccc(C)cc4[nH]3)[nH]c2c1	1.7

The listing continues.
Structure	Dicer inh
COc1cc2c(cc1OC)C1CC(=O)C(CC(C)C)CN1CC2 (stereo not drawn)	0.5
Cc1cc(C)nc(SCC2=NN(c3nc(C)cc(C)n3)C(=O)C2)n1	4*
CCCc1nnc(NC(CC)OC(=O)c2cc(C)nc3ccccc23)s1 (stereo not drawn)	3.1*
Nc1c(C(=O)Nc2ccc(F)cc2)sc2nc(-c3ccncc3)ccc12	1.7
O=C1C(c2ccncc2)=C(O)c2ccccc21	-1.4
CC1(C)c2ccccc2-n2c1cc1oc(=O)cc(O)c1c2=O	0.25
Fc1ccccc1CN1CCN(CCCc2ccccc2)CC1	2.5
N/C(=N\OC(=O)Nc1ccccc1)c1ccc(Oc2c(Cl)cncc2Cl)cc1	-0.45
Cc1ccc(CNC(=O)Nc2ccc(F)cc2F)n1C	1.2
CCOC(=O)Nc1sc(C)c(CC)c1C(N)=O	0.82

(more compounds)
Structure	Dicer inh
OC(c1ccc(-c2ccc(C(O)(C(F)(F)F)C(F)(F)F)cc2)cc1)(C(F)(F)F)C(F)(F)F	0.62
CCSc1nnc2c(n1)OC(c1ccccc1F)N(C(C)=O)c1ccccc1-2 (stereo not drawn)	-0.13
N[C@@H](Cc1ccccc1)c1nnc(SCc2ccccc2F)o1	-0.9
CN(C)C(=S)NCCC1=CCCCC1	1
CC1CCCCN1C(=O)Cn1cc(C(=O)c2cccs2)c2ccccc21 (stereo not drawn)	0.53
CCOC(=O)Cc1nn(Cc2ccc(Br)cc2F)c(=O)c2ccccc12	0.38

From PubChem BioAssay

A portion of the library; count on the stated rates, not on these rows.
